Bim-Mcl-1 = inhibitors of Bim-Mcl-1 interaction, human | Q07820 | 0.1% of 190,000 active | inhibition, % at 10 µM | Bead-based flow cytometry, Bim peptide-Mcl-1 binding | AID 1009; in the data active = inhibition above about 40%;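 note: 0% = no compound tracer wells and 100% = peptide blocker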
Target sequence (Q07820 whole entry, looked up): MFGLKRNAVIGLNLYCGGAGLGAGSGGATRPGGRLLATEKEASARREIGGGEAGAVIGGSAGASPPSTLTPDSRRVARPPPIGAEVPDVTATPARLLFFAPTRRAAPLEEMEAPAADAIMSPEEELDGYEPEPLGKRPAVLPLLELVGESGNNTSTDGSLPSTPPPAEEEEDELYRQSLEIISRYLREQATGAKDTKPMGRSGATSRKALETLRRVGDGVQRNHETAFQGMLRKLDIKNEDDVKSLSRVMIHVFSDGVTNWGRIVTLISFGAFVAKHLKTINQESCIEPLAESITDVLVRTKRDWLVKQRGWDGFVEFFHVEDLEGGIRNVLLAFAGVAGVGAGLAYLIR
Cdc42 wt GTP = human Cdc42 wildtype GTP binding change, either direction; P60953; GST-Cdc42 beads, Bodipy-GTP binding, flow cytometry; actives lie on both sides; percent activity (GTP binding), % at 10 µM; 0.2% of 190,000 active;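 active = percent activity GTP binding at least 20 points away from the 100% baseline, either down as inhibitor or up as activator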;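 note: median bead fluorescence of bound Bodipy-FL-GTP at 100 nM; 0% = excess unlabeled GTP control and 100% = no compound control; below 100% means less GTP binding so inhibitor and above means activator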
Target sequence (P60953 whole entry, looked up): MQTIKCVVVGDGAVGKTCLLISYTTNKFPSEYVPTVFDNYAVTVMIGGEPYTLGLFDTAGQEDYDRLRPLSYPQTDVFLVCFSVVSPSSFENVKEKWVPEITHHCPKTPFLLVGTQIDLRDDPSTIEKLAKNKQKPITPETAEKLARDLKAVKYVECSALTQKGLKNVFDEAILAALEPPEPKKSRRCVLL
Rac1 wt GTP bind = modulators of human Rac1 wildtype GTP binding | GST-Rac1 beads, fluorescent GTP binding, flow cytometry; actives lie on both sides; 0 = cold GTP competed, 100 = untreated | P63000 | AID 757 | GTP binding activity (% of control), % at 10 µM | 0.27% of 190,000 active;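 active = GTP binding activity at least 20 points away from the 100% control level, either lower or higher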
Rac1 mut GTP = modulators of GTP binding to human Rac1 activated mutant; GST-Rac1 activated beads, fluorescent GTP binding, flow cytometry; actives lie on both sides; 100% means binding = to untreated wells; percent activity (GTP binding), % at 10 µM; 0.11% of 190,000 active;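 active = GTP binding at least 20 percentage points away from the 100% baseline, in either direction, so actives lie on both sides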
Rab7 wt modul = dog Rab7 wildtype GTP binding, inhibitors and activators. GST-Rab7 beads, fluorescent GTP binding, flow cytometry; actives lie on both sides; untreated = 100%, excess cold GTP = 0%. GTP binding activity (percent of control), % at 10 µM. 0.055% of 190,000 active;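 active = fluorescent GTP binding to Rab7 beads changed by at least 20 points from the 100% baseline, either direction, mostly lower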;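 note: median green fluorescence of bound Bodipy-FL-GTP per Rab7 bead population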
Pf gamet viab = inhibitors of late stage P. falciparum gametocyte viability | P. falciparum stage V gametocytes, ATP luminescence, 24 h | inhibition, % at 10.9 µM | 0.065% of 150,000 active | AID 743093;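 active = inhibition above the mean plus 3 SD of compounds within the control limits, set per campaign, cut at about 38% in these data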;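 note: 0% = DMSO wells and 100% = medium only without gametocytes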
Mcl1 Noxa PPI = disrupts binding of human Mcl-1 to Noxa peptide. TR-FRET Mcl-1/Noxa peptide binding, 2 h. inhibition, % at 21.7 µM. 1.5% of 220,000 active. Q07820. AID 1022;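 active = compounds that cut the protein-peptide binding signal by more than 50% relative to plate controls in a single-dose test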;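 note: His-tagged Mcl-1 with rhodamine Noxa BH3 peptide and terbium anti-His antibody; 0% = Mcl-1 plus Noxa peptide wells and 100% = peptide-only wells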
Rab2A wt mod = changes GTP binding to wildtype dog Rab2A, up or down | GST-Rab2 wt beads, Bodipy-GTP binding, flow cytometry | 0.19% of 190,000 active | P61105 | GTP binding activity, % at 10 µM | AID 760;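 active = GTP binding activity at least 20 points away from 100%, either lowered or raised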;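 note: 0% = beads with excess unlabeled GTP and 100% = no-compound control corrected for plate trend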
Avidin bead fluor = avidin bead compound fluorescence profile; Avidin beads, compound fluorescence 488/530 nm, flow cytometry; hits give high values; fluorescence (KMESF) at 10 µM; 0.38% of 220,000 active; AID 1775; in the data active = fluorescence above about 47; note: inactives centre near 10
Mcl1 Bid PPI = Mcl-1/Bid interaction inhibition. Q07820. TR-FRET Mcl-1/Bid-Dy647 peptide binding, 1536-well. inhibition, % at 21.7 µM. 0.97% of 220,000 active. AID 1021;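 active = compounds that cut the binding signal by more than half at the single screening dose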;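 note: His-tagged Mcl-1 with europium anti-His antibody binding Bid BH3 peptide; 0% = Mcl-1 plus peptide wells and 100% = peptide-only wells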
HRas wt GTP bind = human HRas wildtype GTP binding, change in either direction; GTP binding activity, % at 10 µM; P01112; 0.14% of 190,000 active; GST-Ras wt beads, Bodipy-FL-GTP binding, flow cytometry; actives lie on both sides;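 active = GTP binding activity at least 20% away from the 100% baseline, either lowered as inhibitor or raised as activator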;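 note: 0% = unlabeled GTP competition control and 100% = no-compound control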
Target sequence (P01112 whole entry, looked up): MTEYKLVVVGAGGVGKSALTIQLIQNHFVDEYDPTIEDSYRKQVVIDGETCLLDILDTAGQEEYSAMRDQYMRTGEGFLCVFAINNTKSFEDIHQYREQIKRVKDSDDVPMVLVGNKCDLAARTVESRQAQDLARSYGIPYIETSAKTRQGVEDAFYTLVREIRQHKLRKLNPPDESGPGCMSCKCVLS
Active calls of the source: *; / = not tested or not shown.

Each structure is followed by: Bim-Mcl-1, Cdc42 wt GTP, Rac1 wt GTP bind, Rac1 mut GTP, Rab7 wt modul, Pf gamet viab, Mcl1 Noxa PPI, Rab2A wt mod, Avidin bead fluor, Mcl1 Bid PPI, HRas wt GTP bind
> Cc1ccccc1CC(=O)N1CCCC(CCC(=O)N2CCN(c3ccccn3)CC2)C1 (centres undefined)
 : 2, 96, 93, 96, 93, 19, 16, 93, 6, -18, 93
> O=C(CCN1CCN(c2ccccc2)CC1)Nc1nccs1
 : -2, 99, 106, 98, 104, 5, 7, 101, 7, -5, 100
> CCOC(=O)c1c(C)nc2sccn12
 : 1, 103, 103, 101, 101, 18, 3, 101, 4, -23, 103
> CC(C)(C)C1CCc2sc(-c3nnc(CCl)o3)cc2C1 (centres undefined)
 : 2, 93, 93, 89, 90, 2, -15, 92, 27, 3, 90
> Cc1cc(NC(=O)c2ccc(Cl)cc2)no1
 : -2, 100, 97, 98, 94, /, -7, 97, 16, -18, 98
> CCc1ccc(NC(=O)CS(=O)CC(=O)NC(C)CCc2ccco2)cc1 (centres undefined)
 : -6, 106, 107, 102, 103, /, 5, 99, 22, -17, 103
> CC(C)(c1ccccc1)c1ccc(OCCCN2CCNCC2)cc1
 : 1, 98, 100, 98, 96, /, 37, 95, 12, 31, 97
> CC(Sc1ccc(Cl)cc1)C(=O)Nc1ccccc1C(=O)N1CCOCC1 (centres undefined)
 : 2, 101, 100, 98, 100, /, -1, 98, 11, -17, 100
> Cc1cccc(OCc2nnc(SC(C)C(=O)O)n2Cc2ccccc2)c1 (centres undefined)
 : -2, 97, 99, 94, 105, -2, 6, 98, 10, -12, 97
> O=C(CCNS(=O)(=O)c1ccc(Br)cc1)NC1CCCCC1
 : -1, 96, 99, 96, 99, /, -7, 95, 14, 0, 98

Carrying on.
Each structure is followed by: Bim-Mcl-1, Cdc42 wt GTP, Rac1 wt GTP bind, Rac1 mut GTP, Rab7 wt modul, Pf gamet viab, Mcl1 Noxa PPI, Rab2A wt mod, Avidin bead fluor, Mcl1 Bid PPI, HRas wt GTP bind
> O=C(NCCN1CCOCC1)c1c[nH]c2ccc(S(=O)(=O)N3CCOCC3)cc2c1=O
 : -6, 104, 104, 102, 104, /, 20, 100, 13, 1, 102
> C/C(=C/CCC(C)[C@H]1CC[C@@]2(C)C3=C(CC[C@]12C)[C@@]1(C)CCC(=O)C(C)(C)[C@@H]1CC3)C(=O)O (some centres undefined)
 : 0, 101, 105, 97, 98, 22, 9, 100, 8, -32, 99
> COc1ccc(-c2cc3nc(-c4ccccc4)cc(N4CCCC(O)C4)n3n2)cc1 (centres undefined)
 : -3, 97, 95, 96, 104, -6, -8, 99, 11, 2, 97
> Cc1ccc(CNC(=O)C2CCCN(Cc3cnn(-c4ccccc4)c3-n3cccc3)C2)cc1 (centres undefined)
 : -5, 102, 102, 97, 100, /, -3, 98, 21, -27, 100
> CCCCn1c(SCC(=O)c2ccc(OCC)cc2)nc2cc(S(N)(=O)=O)ccc21
 : 3, 102, 107, 103, 106, 2, -27, 106, 5, -37, 106
> CCCn1c(=O)n(C)c(=O)c2c(SCC(=O)NC34CC5CC(CC(C5)C3)C4)nc(CC(C)C)nc21
 : -6, 84, 98, 95, 97, 20, -1, 98, 9, -41, 99
> CCOC(=O)CNC(=S)N(Cc1ccc(C)cc1)Cc1ccc(C)o1
 : -6, 103, 106, 100, 98, 3, 8, 100, 12, -29, 99
> COc1ccc(/C=N/NC(=O)c2nc(Cl)c(Cl)c(N)c2Cl)cc1COc1ccccc1F
 : -4, 96, 96, 93, 101, 9, 17, 98, 33, 18, 98
> COc1ccc(N2C(=O)CC(N3CCN(c4ccc(S(=O)(=O)N5CCCC5)cc4)CC3)C2=O)cc1 (centres undefined)
 : -4, 100, 97, 96, 96, /, 7, 101, 10, -3, 96
> CC1CCN(S(=O)(=O)c2ccc(NC(=O)Cc3cccs3)cc2)CC1
 : -3, 103, 103, 99, 102, /, 40, 102, 10, -15, 105

Next results.
Each structure is followed by: Bim-Mcl-1, Cdc42 wt GTP, Rac1 wt GTP bind, Rac1 mut GTP, Rab7 wt modul, Pf gamet viab, Mcl1 Noxa PPI, Rab2A wt mod, Avidin bead fluor, Mcl1 Bid PPI, HRas wt GTP bind
> O=S(=O)(c1ccc(N2CCN(Cc3ccc4c(c3)OCO4)CC2)nc1)N1CCOCC1
 : 0, 93, 95, 93, 104, 6, 9, 95, 10, -11, 97
> CCCCNC(=O)Nc1ccccn1
 : 0, 103, 107, 103, 105, -2, 1, 104, 7, -9, 104
> S=C(Nc1ccc2cn[nH]c2c1)Nc1ccccc1Cl
 : -7, 93, 103, 94, 97, -8, 24, 95, 4, -1, 98
> Cc1noc(C)c1C(=O)OC(C(=O)NC1CCCC1)c1ccc(F)cc1 (centres undefined)
 : -1, 100, 99, 99, 95, /, 14, 98, 11, 11, 97
> CCCN(CCC)C(=O)Cn1c(=O)n(CCCCC(=O)NCc2ccco2)c(=O)c2ccccc21
 : 0, 101, 101, 99, 98, -9, -4, 98, 2, 0, 99
> Cc1ccnn2c(-c3ccccc3)c3c(=O)n(C)c(=O)n(C)c3c12
 : -5, 114, 111, 103, 104, /, 12, 111, 2, 17, 111
> Cc1ccccc1NC(=O)c1sc2nc3c(c(-c4ccco4)c2c1N)CCC3
 : 3, 91, 101, 93, 97, -19, 11, 96, 19, -7, 96
> Cc1cc(C)nc(SC(C)C(=O)N/N=C/c2cccs2)n1 (centres undefined)
 : 0, 102, 105, 99, 103, /, 4, 100, 12, 2, 99
> CC(C)COc1ccc(C(=O)OCCN2CCOCC2)c(O)c1
 : -1, 98, 102, 100, 102, 0, 21, 101, 10, -7, 100
> COc1ccc(S(=O)(=O)N2CCCCCC2)cc1C(=O)OCC(=O)NC(N)=O
 : 6, 104, 110, 104, 99, /, -12, 98, 10, -19, 100

Next part
Structure | Bim-Mcl-1 | Cdc42 wt GTP | Rac1 wt GTP bind | Rac1 mut GTP | Rab7 wt modul | Pf gamet viab | Mcl1 Noxa PPI | Rab2A wt mod | Avidin bead fluor | Mcl1 Bid PPI | HRas wt GTP bind
COCCCNC(=O)CCNS(=O)(=O)c1ccc(C)cc1 | -5 | 98 | 103 | 99 | 99 | -11 | -5 | 101 | 18 | -16 | 100
c1ccc(SCCCCNC2CCCC2)cc1 | -4 | 102 | 104 | 100 | 103 | 6 | 17 | 103 | 13 | 33 | 100
COc1ccc(-c2nnc3n2C(C)(C)Cc2cc(OC)c(OC)cc2-3)cc1 | -2 | 97 | 93 | 92 | 96 | / | -3 | 93 | 12 | -8 | 97
Cc1ccc(NC(C)C(=O)N/N=C/c2ccc([N+](=O)[O-])s2)cc1 (centres undefined) | -2 | 94 | 95 | 95 | 101 | / | -16 | 98 | 10 | -59 | 97
Cc1ccc(CCNC(=O)CCc2nc3ccccc3[nH]2)cc1 | -4 | 104 | 104 | 100 | 99 | -28 | 6 | 100 | 17 | -23 | 102
O=C(Cc1cccs1)N1CCN(c2ccccn2)CC1 | -1 | 101 | 99 | 98 | 98 | / | 0 | 98 | 13 | -7 | 99
O=C(CNC(=O)c1ccco1)OCC(=O)c1ccccc1Cl | 3 | 99 | 101 | 98 | 101 | -6 | 4 | 100 | 10 | -20 | 99
CCOC(=O)c1ccc(NC(=O)CCOc2ccc(OC)cc2)cc1 | -4 | 98 | 100 | 95 | 101 | 13 | 0 | 99 | 14 | -1 | 100
COCCn1c(C)cc(C(=O)COC(=O)c2ccccc2Br)c1C | 0 | 93 | 96 | 95 | 98 | 16 | 1 | 92 | 6 | -63 | 96
Cc1[nH]c2ccccc2c1/C=C(\C#N)C(=O)NCc1ccccc1 | -8 | 103 | 107 | 107 | 106 | -10 | 10 | 103 | 5 | -30 | 105
CCOc1ccc(NC(=O)C(C)Sc2nnnn2C)cc1 (centres undefined) | -2 | 99 | 104 | 99 | 96 | / | 2 | 100 | 14 | 9 | 100
Cn1c(C(=O)NC2CC2)cc2c(=O)n(C)c3ccccc3c21 | 0 | 102 | 107 | 100 | 100 | / | -8 | 99 | 8 | -10 | 100
CCN(CC)S(=O)(=O)c1ccc(C)c(NS(=O)(=O)c2cc(/C=C/C(=O)O)cc(OC)c2OC)c1 | -1 | 93 | 97 | 92 | 102 | / | 22 | 93 | 13 | -18 | 96
CCOC(=O)Cc1cnc(NC(=O)NC(C(=O)OCC)(c2ccccc2)C(F)(F)F)s1 (centres undefined) | -6 | 99 | 100 | 98 | 93 | -13 | -2 | 96 | 13 | -25 | 98

Structures listed so far with a halogen, in the order listed:
Structure | Bim-Mcl-1 | Cdc42 wt GTP | Rac1 wt GTP bind | Rac1 mut GTP | Rab7 wt modul | Pf gamet viab | Mcl1 Noxa PPI | Rab2A wt mod | Avidin bead fluor | Mcl1 Bid PPI | HRas wt GTP bind
CC(C)(C)C1CCc2sc(-c3nnc(CCl)o3)cc2C1 (centres undefined) | 2 | 93 | 93 | 89 | 90 | 2 | -15 | 92 | 27 | 3 | 90
Cc1cc(NC(=O)c2ccc(Cl)cc2)no1 | -2 | 100 | 97 | 98 | 94 | / | -7 | 97 | 16 | -18 | 98
CC(Sc1ccc(Cl)cc1)C(=O)Nc1ccccc1C(=O)N1CCOCC1 (centres undefined) | 2 | 101 | 100 | 98 | 100 | / | -1 | 98 | 11 | -17 | 100
O=C(CCNS(=O)(=O)c1ccc(Br)cc1)NC1CCCCC1 | -1 | 96 | 99 | 96 | 99 | / | -7 | 95 | 14 | 0 | 98
COc1ccc(/C=N/NC(=O)c2nc(Cl)c(Cl)c(N)c2Cl)cc1COc1ccccc1F | -4 | 96 | 96 | 93 | 101 | 9 | 17 | 98 | 33 | 18 | 98
S=C(Nc1ccc2cn[nH]c2c1)Nc1ccccc1Cl | -7 | 93 | 103 | 94 | 97 | -8 | 24 | 95 | 4 | -1 | 98
Cc1noc(C)c1C(=O)OC(C(=O)NC1CCCC1)c1ccc(F)cc1 (centres undefined) | -1 | 100 | 99 | 99 | 95 | / | 14 | 98 | 11 | 11 | 97
O=C(CNC(=O)c1ccco1)OCC(=O)c1ccccc1Cl | 3 | 99 | 101 | 98 | 101 | -6 | 4 | 100 | 10 | -20 | 99
COCCn1c(C)cc(C(=O)COC(=O)c2ccccc2Br)c1C | 0 | 93 | 96 | 95 | 98 | 16 | 1 | 92 | 6 | -63 | 96
CCOC(=O)Cc1cnc(NC(=O)NC(C(=O)OCC)(c2ccccc2)C(F)(F)F)s1 (centres undefined) | -6 | 99 | 100 | 98 | 93 | -13 | -2 | 96 | 13 | -25 | 98

As entered above.
In Pf gamet viab, c1ccc(SCCCCNC2CCCC2)cc1 is listed with 6
In Rab7 wt modul, COc1ccc(-c2nnc3n2C(C)(C)Cc2cc(OC)c(OC)cc2-3)cc1 is listed with 96

High-throughput results (PubChem)
